Source: PubChem BioAssay (several laboratories)
HEK293 NFkB inh: inhibitors of PMA/ionomycin-induced NF-kB reporter, primary screen, antigen receptor NF-kB inhibitor project, cell-based, HEK-293 luciferase reporter, luminescence; actives 0.21% (n = 62,000); HEK-293 NF-kB luciferase reporter; inhibition, % at 3 µM;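 active = inhibition above the mean of all tested compounds plus 3 SD, cut at about 40% in these data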;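 also: 0% = stimulated DMSO wells and 100% = 10 µM reference inhibitor 5653914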
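Reagent: PMA plus ionomycin mix as NF-kB-activating stimulus. Assay system: NF-kB luciferase reporter HEK-293 cells. Technique: luminescence from luciferase substrate reagent. Incubation: 1 h compound pre-incubation, 16 h PMA/ionomycin at 37 °C. Benchmarks: DMSO only as uninhibited control, 10 µM reference inhibitor as full inhibition. Repeats: tested once.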
5HT1E ag: 5-HT1E receptor agonists, primary screen, cell-based, HTS. 5-hydroxytryptamine receptor 1E (Homo sapiens), P28566. activation, % at 6 µM. CHO 5-HT1E Ga15 NFAT-bla reporter, FRET; 0% DMSO wells, 100% control agonist wells. actives 0.69% (n = 65,000);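 active = activation above a set limit, the screen-wide mean activation plus 3 SD, cut at about 8.5% in these data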;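 also: 100% = positive control agonist at 1 µM giving full maximal response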
D1 mod: D1 CRE-luciferase signal change, two-sided – cell-based, HEK293 D1, dopamine EC30, D1 allosteric modulator project, primary screen; D(1A) dopamine receptor (Homo sapiens), P21728; dopamine EC30 potentiation; actives deviate in either direction; B-score at 10 µM; actives 5.9% (n = 58,000);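 active = luminescence count or its row- and column-corrected plate score outside the 99.7% band of the plate's sample wells, on either side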
Jurkat tox 60K: cytotoxicity toward Jurkat T cells, primary screen, cytotoxicity control, cell-based, Jurkat E6.1, 60K MLSMR library | AID 463, 2006 | Jurkat E6.1 viability, ATP luminescence, 48 h | actives 1.2% (n = 56,000) | inhibition, % at 4 µM;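 active = inhibition above the mean inhibition of all tested compounds plus 3 SD, cut at about 28% in these data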
HTR1A agonist: human 5-HT1a receptor agonists, primary screen, cell-based, CHO, Ga15 NFAT-bla reporter | 5-hydroxytryptamine receptor 1A (Homo sapiens), P08908 | CHO 5-HT1a Ga15 NFAT-bla reporter, FRET ratio; 0% basal, 100% maximal reference agonist | activation, % at 10 µM | actives 0.56% (n = 65,000) | AID 567, 2006;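 active = activation above the screen-wide mean activation plus 3 SD, cut at about 19% in these data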;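 also: 0% = DMSO wells and 100% = 5-CT at EC100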
S1P1 ag pot: S1P1 agonists and agonism potentiators, primary screen, cell-based, primary and confirmation screens, CRE-bla reporter; S1P1 CRE-bla cells, forskolin, beta-lactamase FRET, potentiator mode; S1P1 agonist co-added at EC20, 2 nM; 100% = saturating reference agonist, 0% = basal; activation, % at 9.5 µM; actives 0.57% (n = 56,000);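 active = activation above a cutoff set at the mean activation of all tested compounds plus 3 SD, cut at about 54% in these data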;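 also: forskolin at 4 µM as EC80 and the EC20 agonist is SEW2871; 100% = SEW2871 at its EC100 plus forskolin at EC80; some compounds past the cut are filed as inactive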
Target sequence (P21453 whole entry, looked up): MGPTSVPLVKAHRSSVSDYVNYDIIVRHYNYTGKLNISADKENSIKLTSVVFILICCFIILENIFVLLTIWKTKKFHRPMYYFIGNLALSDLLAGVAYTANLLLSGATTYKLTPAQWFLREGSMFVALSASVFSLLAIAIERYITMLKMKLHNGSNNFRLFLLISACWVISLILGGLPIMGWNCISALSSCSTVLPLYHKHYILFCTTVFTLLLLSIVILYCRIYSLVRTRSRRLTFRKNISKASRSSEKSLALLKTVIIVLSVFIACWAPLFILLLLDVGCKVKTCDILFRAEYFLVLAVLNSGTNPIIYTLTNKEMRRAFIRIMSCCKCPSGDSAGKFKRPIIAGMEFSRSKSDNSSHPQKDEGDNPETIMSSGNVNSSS
5HT1a antag: human 5-HT1a receptor antagonists, primary screen, cell-based, CHO, Ga15 NFAT-bla reporter; CHO 5-HT1a Ga15 NFAT-bla reporter, antagonist mode; inhibition, % at 10 µM; actives 0.68% (n = 62,000);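 active = inhibition above the mean of all tested compounds plus 3 SD, cut at about 43% in these data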;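 also: receptor stimulated by 5-CT agonist at 100 nM near EC80; beta-lactamase reporter measured by ratiometric fluorescence of a cleavable substrate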
HTR1E antagonist: 5-HT1E receptor antagonists, primary screen, cell-based, HTS. CHO 5-HT1E Ga15 NFAT-bla reporter, FRET, antagonist. AID 571, 2007. inhibition, % at 6 µM. 5-hydroxytryptamine receptor 1E (Homo sapiens), P28566. actives 0.99% (n = 65,000);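 active = inhibition above a set limit, the mean inhibition across every tested compound plus 3 SD, cut at about 29% in these data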;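 also: signal is the 460 over 535 nm emission ratio of beta-lactamase substrate; 0% = agonist plus DMSO wells and 100% = wells without agonist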
S1P3 ag: human S1P3 receptor agonists, primary screen, cell-based, primary and confirmation, NFAT-BLA reporter | Sphingosine 1-phosphate receptor 3 (Homo sapiens), Q99500 | S1P3 NFAT-BLA reporter cells, agonism, FRET ratio; relative to 1 µM S1P, basal subtracted | activation, % at 4.5 µM | actives 0.1% (n = 60,000);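 active = activation above the screen-wide mean plus 3 SD, cut at about 4.5% in these data, passing the limit was not always enough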; also: some compounds called inactive have numbers as strong as hits
Target sequence (Q99500 whole entry, looked up): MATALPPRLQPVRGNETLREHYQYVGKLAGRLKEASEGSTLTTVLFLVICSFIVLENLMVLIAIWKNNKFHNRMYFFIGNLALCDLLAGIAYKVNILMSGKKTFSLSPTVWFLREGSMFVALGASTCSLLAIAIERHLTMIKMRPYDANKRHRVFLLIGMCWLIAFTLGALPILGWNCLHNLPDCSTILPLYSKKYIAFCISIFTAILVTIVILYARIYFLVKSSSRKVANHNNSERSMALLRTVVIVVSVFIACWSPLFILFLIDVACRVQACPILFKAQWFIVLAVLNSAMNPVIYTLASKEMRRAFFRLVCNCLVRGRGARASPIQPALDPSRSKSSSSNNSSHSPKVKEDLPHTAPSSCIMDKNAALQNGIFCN
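Benchmarks: high control 1 µM S1P / System: stable CHO line with human S1P3, Gα16, NFAT-BLA reporter / Dosing: single compound concentration, 4.5 µM final / Timing: 4 h compound at 37 °C, 2 h substrate at RT / Measured by: FRET β-lactamase substrate fluorescence, excitation 405 nm, 460/535 nm emission ratio, background-subtracted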
* marks the source's active call; other numbers are inactive results; · = not tested or not shown.

SMILES | HEK293 NFkB inh | 5HT1E ag | D1 mod | Jurkat tox 60K | HTR1A agonist | S1P1 ag pot | 5HT1a antag | HTR1E antagonist | S1P3 ag
COCCNC(=O)c1ccc(Cn2c(=S)[nH]c3cc4c(cc3c2=O)OCO4)cc1 | 6 | -1.0 | 1.6 | · | -2.3 | · | -4 | 13 | ·
CCCc1ccc(Oc2cn[nH]c2-c2ccc(O)cc2O)cc1 | 4 | -0.8 | -4.9* | 7 | -2.6 | 74* | 25 | 12 | -1.2
COC(=O)c1ccc(C(=O)OC)c(NC(=O)CN2CCN(c3ccccc3)CC2)c1 | 10 | -0.7 | 1.2 | 10 | -0.8 | 10 | 0 | 4 | -1.9
Cc1cc(N2CC(=O)N(CCc3ccccc3)C(=O)C2)n2ncnc2n1 | 4 | 2.6 | -0.71 | -5 | 0.1 | -21 | -15 | -6 | -0.3
Cc1ccc(-c2noc(CSc3nc(N)cc(N)n3)n2)cc1 | -11 | -0.2 | -0.036 | 8 | -2.8 | 9 | 1 | -10 | -0.9
CCC1CCCCN1CCCNC(=O)c1ccc(CS(=O)(=O)Cc2ccccc2F)o1 (stereo not drawn) | 13 | -0.8 | · | · | -0.4 | · | -5 | 5 | ·
CS(=O)(=O)c1ccc2nc(NC(=O)CN3CCN(Cc4ccccc4)CC3)sc2c1 | 7 | 1.0 | -0.87 | 0 | -1.5 | -14 | -17 | -8 | 0.1
O=P1(Nn2cnnc2)C=C(c2ccccc2)OC(c2ccccc2)=C1 | 8 | -0.8 | 0.076 | -6 | -2.9 | -2 | 2 | 2 | 0.6
O=C(NC1CCCCC1)NC1CC2CCC(C1)N2C(=O)NC1CCCCC1 (stereo not drawn) | 5 | -0.7 | 0.012 | 3 | -1.5 | -12 | -1 | 3 | 0.9
CS(=O)(=O)N1Cc2ccccc2CC1C(=O)Nc1ccccc1C(N)=O (stereo not drawn) | 13 | -0.2 | 0.12 | · | -0.7 | · | 4 | 6 | ·
COc1cc(OC)cc(-n2c3nc4ccccc4nc3c3c(=O)n(CC4CCCO4)cnc32)c1 (stereo not drawn) | 12 | -0.9 | 2.1 | 2 | -2.6 | 3 | -2 | 19 | -0.6
CCCCNC(=O)CC1N=C2c3ccccc3N=C(SCC(=O)Nc3cccc(OC)c3)N2C1=O (stereo not drawn) | 8 | -0.4 | 1.1 | 6 | -1.4 | 10 | -5 | -8 | -0.1
CCOC(=O)c1oc2cc(O)c(CC)cc2c(=O)c1-c1ccc2c(c1)OCCO2 | 6 | 0.7 | -0.22 | 2 | 1.3 | 67 | -15 | 5 | 0.6
O=C(Cn1ncc2c1-c1ccccc1OC2)N1CCN(Cc2ccc3c(c2)OCO3)CC1 | 19 | -0.2 | 0.53 | 11 | 1.5 | 7 | -4 | 0 | -0.6
Cc1cc(C(C#N)c2ccccc2)n2ncnc2n1 (stereo not drawn) | -2 | -0.3 | 2 | -2 | 0.0 | 4 | 19 | 1 | -0.1
CC(=O)N1CCCc2cc(S(=O)(=O)NCc3ccc(C)cc3)ccc21 | 24 | -1.4 | 0.2 | 6 | -1.2 | 17 | 19 | 8 | -1.5
Cc1cc(Cn2ccnc2)c(C)cc1Cn1ccnc1 | · | 0.6 | 0.21 | · | 2.2 | -12 | · | -1 | 0.3
CC(=O)Oc1ccc(NC(=O)Cc2ccccc2)cc1 | 10 | -0.9 | -0.25 | 12 | -3.3 | · | -16 | 3 | 0.0
Oc1[nH]c2ccccc2c1C1=NCCCC1 | 10 | 0.5 | 0.0021 | -3 | -2.2 | -20 | -25 | -9 | -0.8
COc1ccc(-c2cc(C(=O)Nc3c(C)nn(Cc4ccccc4)c3C)no2)cc1 | 22 | -0.4 | · | · | -0.6 | · | 11 | 3 | ·
COC(=O)c1ccc(NC(=O)CSc2nnc(-c3ccncc3)n2C)cc1 | 3 | 1.5 | -0.0076 | 0 | -2.1 | -3 | -9 | -5 | -1.4
COc1ccc(CCNC(=O)C2CCCN(S(C)(=O)=O)C2)cc1OC (stereo not drawn) | 24 | -0.2 | 0.22 | · | 1.6 | · | -18 | -7 | ·
COc1ccc(-c2ccc(-c3noc(-c4ccncc4)n3)c(OC)n2)cc1 | 12 | -0.1 | 0.012 | -3 | 1.1 | -7 | -16 | -10 | -0.8
CCc1cc(=O)oc2cc(OCC(=O)N3CCc4ccccc43)ccc12 | 9 | 0.5 | -0.38 | 2 | -1.6 | 2 | 2 | -9 | -1.2
COc1ccccc1Cn1cnc2cccnc21 | -8 | -0.4 | 0.016 | -6 | -0.2 | 1 | -8 | -10 | 0.0

S1P1 ag pot, what is marked active above
Structure	HEK293 NFkB inh	5HT1E ag	D1 mod	HTR1A agonist	S1P1 ag pot	5HT1a antag	HTR1E antagonist	S1P3 ag
CCCc1ccc(Oc2cn[nH]c2-c2ccc(O)cc2O)cc1	4	-0.8	-4.9*	-2.6	74*	25	12	-1.2

Returning to the listing with the 2 entries that preceded the break.
SMILES | HEK293 NFkB inh | 5HT1E ag | D1 mod | Jurkat tox 60K | HTR1A agonist | S1P1 ag pot | 5HT1a antag | HTR1E antagonist | S1P3 ag
CCc1cc(=O)oc2cc(OCC(=O)N3CCc4ccccc43)ccc12 | 9 | 0.5 | -0.38 | 2 | -1.6 | 2 | 2 | -9 | -1.2
COc1ccccc1Cn1cnc2cccnc21 | -8 | -0.4 | 0.016 | -6 | -0.2 | 1 | -8 | -10 | 0.0
O=C(Nc1ccc(-n2nncc2-c2ccco2)cc1)c1cc2ccccc2oc1=O | 12 | 2.0 | · | · | 2.4 | · | -6 | -5 | ·
Cc1ccc2nc(-c3cccc(-c4nc5ccc(C)cc5o4)n3)oc2c1 | 5 | 0.4 | -0.16 | 5 | 0.0 | -1 | 4 | -8 | -0.7
O=C(Nc1ccc(Nc2ccccc2)cc1)C1CC1 | 18 | 0.0 | -1.5 | 0 | -5.3 | -18 | 12 | 0 | 1.5
COc1ccc(S(=O)(=O)N(C)c2ccc(C(=O)N3CCOCC3)cc2)cc1 | 17 | -0.9 | -0.14 | 12 | -1.3 | · | 8 | 15 | -1.4
COc1ccc(CCN2C(=O)c3[nH]nc(-c4ccccc4O)c3C2c2ccc(C)cc2)cc1OC (stereo not drawn) | 15 | 1.8 | · | 11 | 3.1 | -13 | 55* | 13 | 2.3
CCCOc1ccc(C(C)=O)cc1CSCCC#N | · | -0.2 | · | · | -3.2 | 7 | · | 11 | -3.8
CC(C)(C)Oc1ncc(Br)c(OC(C)(C)C)n1 | 14 | 0.1 | 0.036 | -3 | 0.2 | · | 1 | -6 | -0.4
O=C(O)c1ccccc1NS(=O)(=O)c1ccc2c3c(cccc13)C(=O)N2 | 5 | -0.5 | -1.6 | -5 | -3.3 | -6 | -15 | -7 | -0.1
Cc1onc(-c2ccccc2)c1C(=O)Nc1cccc(OC(C)C)c1 | 12 | -0.2 | 0.29 | -2 | 0.2 | · | -7 | -2 | -0.6
C=CCN(C(=O)Nc1ccccc1)C1CC(=O)N(c2ccc(OC)cc2)C1=O (stereo not drawn) | 7 | 0.1 | -0.58 | -4 | -0.5 | · | -6 | -2 | -0.8
Cc1nc2ncnn2c(N2CCN(C(=O)Cc3cccs3)CC2)c1C | 22 | 1.3 | 0.27 | · | 0.6 | · | -2 | 9 | ·
COC(=O)C1=C(C)NC2=C(C(=O)CC(c3cccs3)C2)C1c1ccsc1 (stereo not drawn) | 7 | 1.1 | -2.6 | · | 2.3 | · | -10 | 3 | ·
Cc1cc(C(=O)CSc2nncs2)c(C)n1-c1c(C)n(C)n(-c2ccccc2)c1=O | 7 | 0.4 | 0.0048 | -2 | -1.9 | -14 | -1 | -2 | 0.6
CCCn1c(=O)n(C)c(=O)c2c(SCc3cc(C(C)=O)ccc3OCC)nc(C3CC3)nc21 | 15 | 1.6 | · | · | 3.9 | · | 1 | 7 | ·
CC(=O)Oc1c(S(=O)(=O)c2ccc(C)cc2)c(C)nn1-c1ccccc1 | 2 | -1.7 | 0.035 | 2 | 0.1 | 14 | 21 | 3 | -0.4
COc1cc(CN2CCC(C(=O)NC3CCCC3)CC2)cc(Br)c1O | 13 | -1.2 | -0.69 | 11 | -2.6 | 11 | -6 | 17 | -1.2
CCCOc1ccc(C(=O)N2CCCC2C(=O)O)cc1 (stereo not drawn) | 5 | -0.1 | -0.02 | -6 | -2.3 | -1 | -14 | -3 | -0.5
N#CCCN1CCN(Cn2c3ccccc3c3ccccc32)CC1 | 8 | 0.2 | 0.24 | -2 | -3.2 | -13 | -9 | 2 | -0.4
CCC1CCCCN1C(=O)Cn1c(=O)n(CCC(=O)NCc2ccco2)c(=O)c2sccc21 (stereo not drawn) | 13 | -0.3 | 0.16 | -2 | -2.0 | 1 | -11 | 2 | -0.1
COc1ccc(-c2cc3ccccc3oc2=O)cc1NC(=O)c1ccc(Br)o1 | -12 | -0.4 | 0.89 | 10 | 0.3 | -2 | 4 | -3 | -1.3
CCOC(=O)N1CCC(N2CC34C=CC(O3)C(C(=O)Nc3ccc(C)cc3)C4C2=O)CC1 (stereo not drawn) | 1 | 0.6 | · | -17 | -1.6 | -29 | -2 | -5 | 0.3
Cn1c(-c2ccc(C(C)(C)C)cc2)n[nH]c1=S | 2 | 0.8 | -0.031 | 0 | -1.0 | 1 | -21 | -1 | -0.9
CCOC(=O)C(NCCCO)c1ccccc1 (stereo not drawn) | 15 | -1.2 | 2.8* | -2 | -3.3 | -2 | 4 | -2 | -0.5
O=C(Nc1nncs1)c1ccc(Br)c(S(=O)(=O)N2CCCC2)c1 | 4 | 0.2 | 0.025 | -5 | -1.9 | -5 | -6 | 0 | -0.6

Part of the list above in order of SMILES length, rising:
SMILES | HEK293 NFkB inh | 5HT1E ag | D1 mod | Jurkat tox 60K | HTR1A agonist | S1P1 ag pot | 5HT1a antag | HTR1E antagonist | S1P3 ag
COc1ccc(-c2cc3ccccc3oc2=O)cc1NC(=O)c1ccc(Br)o1 | -12 | -0.4 | 0.89 | 10 | 0.3 | -2 | 4 | -3 | -1.3
COc1ccc(S(=O)(=O)N(C)c2ccc(C(=O)N3CCOCC3)cc2)cc1 | 17 | -0.9 | -0.14 | 12 | -1.3 | · | 8 | 15 | -1.4
COc1ccc(CCN2C(=O)c3[nH]nc(-c4ccccc4O)c3C2c2ccc(C)cc2)cc1OC (stereo not drawn) | 15 | 1.8 | · | 11 | 3.1 | -13 | 55* | 13 | 2.3

Rows were taken by chance. Share with any hit: about 8.3%.
